# BB579 growth dn – yeast BB579 growth reduction in restrictive medium | S. cerevisiae BB579 growth, OD615, 48 h | inhibition, % at 10 µM | actives 0.51% (n = 140,000);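 active = inhibition above a set limit, 3 SD over the mean compound inhibition, cut at about 44% in these data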; also: inactives centre near -24
#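 System: Saccharomyces cerevisiae DeaD strain BB579, replicative lifespan model yeast. Buffer or medium: restrictive glucose-based CSMM-D medium. Doses: one dose, 10 µM compound with 0.25% DMSO. Timing: 4 h preincubation and 48 h exposure at 30 °C. Detection: turbidity as optical density at 615 nm. Benchmarks: amphotericin B 10 µg/mL, positive.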
# E-sel TNF inh – blocks E-selectin expression induced by TNF alpha. inhibition, % at 2 µM. actives 0.71% (n = 120,000). HUVEC TNFa-induced E-selectin immunofluorescence, high content. AID 1246;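 active = inhibition above the batch mean plus 3 SD, and confirmed as a hit on visual image review, cut at about 43% in these data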;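 also: 0% = TNF-stimulated DMSO wells and 100% = unstimulated control wells; not every result past the cut was called active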
# Yeast lifespan up – extends the lifespan of yeast. S. cerevisiae growth with nicotinamide, OD615; deaD strain in restrictive glucose medium. inhibition of the nicotinamide effect, % at 10 µM. actives 0.68% (n = 130,000). AID 775;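 active = inhibition above a set limit, placed 3 SD over the median of all compounds, cut at about 26% in these data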;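 also: 0% = nicotinamide-treated wells and 100% = cells grown without nicotinamide; some compounds called inactive have numbers as strong as hits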
#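 System: DeaD-strain S. cerevisiae / Buffer or medium: CSMM-D, restrictive glucose (dextrose) synthetic minimal medium / Probe or stimulus: nicotinamide, 1.5 mM, co-present with compound / Compound: one concentration, 10 µM, DMSO 0.25% / Incubation: 48 h compound exposure at 30 °C, humidified / Technique: optical density (absorbance) at 615 nm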
# Phagocyt inh – macrophage phagocytosis inhibition; J774A.1 macrophage IgG-bead phagocytosis, imaging; inhibition, % at 5 µM; actives 0.07% (n = 110,000); AID 1029;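 active = inhibition above the mean of the plate negative controls plus 5 SD, cut at about 13% in these data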;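 also: phagocytic index as fraction of beads internalized from green versus red external bead signal; plate controls were DMSO negative control for no effect and cytochalasin-D positive control for full effect; some results beyond the cut were filed as inactive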
# GALR2 blocker – blocks the human galanin receptor 2; AID 828; inhibition, % at 4 µM; O43603; GALR2-expressing cells, antagonist mode; actives 0.39% (n = 140,000); in the data active = inhibition above about 27%;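 also: cells stimulated with galanin 1-16 at roughly its EC80; 0% = agonist challenge control and 100% = basal control without agonist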
# Target sequence (O43603 whole entry, looked up): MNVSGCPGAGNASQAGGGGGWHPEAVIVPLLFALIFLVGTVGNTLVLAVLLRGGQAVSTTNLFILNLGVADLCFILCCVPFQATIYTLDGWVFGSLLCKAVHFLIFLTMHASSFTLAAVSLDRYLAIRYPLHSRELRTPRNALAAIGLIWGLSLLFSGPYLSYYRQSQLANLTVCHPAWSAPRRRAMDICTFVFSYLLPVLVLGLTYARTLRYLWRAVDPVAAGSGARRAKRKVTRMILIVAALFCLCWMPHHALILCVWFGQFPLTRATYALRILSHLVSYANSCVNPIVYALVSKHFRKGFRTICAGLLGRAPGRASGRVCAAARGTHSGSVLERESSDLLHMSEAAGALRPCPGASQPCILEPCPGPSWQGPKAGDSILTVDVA
# Measles CPE – protection of cells from measles virus. Measles virus-infected cells, CPE protection, absorbance. protection (pct of control), % at 4 µM. actives 1.5% (n = 140,000). AID 841; in the data active = protection mostly above about 24%, no sharp cut-off; inactive = mostly below about 26%; also: some compounds called inactive have numbers as strong as hits
# NPY Y2 blocker – NPY-Y2 (human) receptor antagonism; P49146; NPY-Y2 expressing cells, antagonist mode; inhibition, % at 2.7 µM; actives 0.99% (n = 140,000); AID 793; in the data active = inhibition above about 17%;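 also: 0% = vehicle with agonist challenge and 100% = reference antagonist with challenge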
# Target sequence (P49146 whole entry, looked up): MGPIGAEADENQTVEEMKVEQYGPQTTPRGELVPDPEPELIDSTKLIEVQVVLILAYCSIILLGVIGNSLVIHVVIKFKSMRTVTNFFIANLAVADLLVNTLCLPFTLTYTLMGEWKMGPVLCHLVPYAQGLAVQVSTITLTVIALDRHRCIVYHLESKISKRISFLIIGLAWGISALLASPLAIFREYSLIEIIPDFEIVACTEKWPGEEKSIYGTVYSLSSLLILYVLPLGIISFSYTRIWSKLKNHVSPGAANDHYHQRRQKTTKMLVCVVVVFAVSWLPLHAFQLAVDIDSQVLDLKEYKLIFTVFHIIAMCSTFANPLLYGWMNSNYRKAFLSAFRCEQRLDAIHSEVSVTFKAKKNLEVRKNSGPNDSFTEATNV
# PTEN del growth – suppresses growth of cells with PTEN deletion. actives 1.2% (n = 140,000). HCT116 PTEN-null viability, CellTiter-Glo, 60 h; active compounds read low. viability, % at 10 µM;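 active = viability at or below a set limit, 4 SD under the median of all tested compounds, cut at about 3.7% in these data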;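 also: PTEN knockout HCT116 line with beta catenin targeted HCT116 as companion control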
# MRP1 act – activates MRP-1; H69AR cells + doxorubicin, viability rescue, CellTiter-Glo; actives 0.61% (n = 140,000); viability increase, % at 10 µM;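 active = viability gain under doxorubicin at or above a set limit, the compound median plus 3 SD, cut at about 4.7% in these data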;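 also: MRP-1 overexpressing cells given doxorubicin 25 µM after compound pretreatment; 18-22 h compound pretreatment then 72 h with doxorubicin before readout; 0% = doxorubicin-only wells and 100% = vehicle-treated cells without doxorubicin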
# HCT116 bCat-KO – beta-catenin-lacking colon tumor cell growth suppression; HCT116 beta-catenin knockout viability, CellTiter-Glo, 60 h; active compounds read low; viability, % at 10 µM; actives 1.5% (n = 140,000);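 active = viability at or under a set limit, the compound median less 4 SD, cut at about 6% in these data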;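 also: 0% = Hyamine 1622 control at 20 µM and 100% = untreated cell control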
# * hit, by the source's call; . = not tested or not shown.
SMILES,BB579 growth dn,E-sel TNF inh,Yeast lifespan up,Phagocyt inh,GALR2 blocker,Measles CPE,NPY Y2 blocker,PTEN del growth,MRP1 act,HCT116 bCat-KO
Brc1cccc(-c2n[nH]c(-c3ccccc3)n2)c1,-11,-6,-23,-2,16,23,-3,28,-3.6,32
COc1ccc(N2CCN(Cc3cc(=O)oc4ccc(C)cc34)CC2)cc1,-13,5,-15,0,-1,5,0,60,0.0,69
C=CCN(C(=O)Nc1ccc2oc(C)nc2c1)c1ccccc1,-15,8,-5,0,10,11,1,93,-1.4,86
COC(=O)CSC1=C(C#N)C(c2ccc(Cl)cc2)C(C(=O)OC)C(=O)N1 (centres undefined),-18,.,4,-1,-3,6,-1,86,-1.4,96
Cn1c(=O)c2c(nc(SCc3cccnc3)n2Cc2ccc(F)cc2)n(C)c1=O,-22,0,-15,-1,5,7,6,71,-2.0,79
CCOc1ccc(C2C(C#N)=C(N)Oc3nc[nH]c(=O)c32)cc1OC (centres undefined),-37,6,-3,0,-2,14,3,104,-0.1,95
CCn1cc(CNC(=O)c2cccc([N+](=O)[O-])c2)cn1,-17,.,0,-2,2,3,1,101,-0.9,91
CCOC(=O)N1CCN(C(=O)Nc2cccc(Cl)c2)CC1,-30,.,-9,-1,-2,10,-1,103,-0.8,99
Cc1nc(Cl)c(C(=O)NC(C)(C)C)c(C)c1Cl,-22,9,7,-12,6,4,3,102,0.6,93
O=C(CCn1c(=O)oc2ccccc21)NCCCN1CCCC1=O,0,-33,-6,-2,9,8,4,93,1.9,90
CC(C)(C)N1CC(COc2ccccc2)OC1=O (centres undefined),-13,-12,7,-1,-7,7,5,92,0.1,88
CC(c1ccccc1)n1cc(C(=O)NCc2ccncc2)nn1 (centres undefined),-7,9,-11,-1,-12,9,-2,95,-0.3,108
O=C(c1cccc(Br)c1)N1CCN(C(=O)c2cccc(Br)c2)CC1,-19,8,.,.,-3,4,2,92,-1.0,98
COc1ccc(CNC(=O)C2CC(c3cccc([N+](=O)[O-])c3)=NO2)cc1 (centres undefined),-13,31,-8,.,3,16,11,106,-1.4,96
Nc1nonc1-c1noc(-c2ccccc2)n1,-6,-11,-6,.,-5,19,3,92,3.1,92
COc1ccc(CCC(=O)OC(C)C(=O)c2ccc(C)cc2)cc1 (centres undefined),-18,.,4,-6,-1,10,6,100,-2.0,97
CCOC(=O)c1c(-c2ccc(C)cc2)csc1NC(=S)NC(=O)c1ccccc1,-16,.,-6,0,-4,21,0,43,-1.8,51
COC(=O)CCC(=O)c1oc2ccc(OC)cc2c1N,6,1,-11,0,-3,18,0,108,2.1,100
Cc1nc2sc(C(c3ccc(Cl)cc3)N3CCN(c4ccccc4F)CC3)c(O)n2n1 (centres undefined),-41,-2,2,0,8,9,3,99,-3.1,99
Cn1c(Cn2nnc3ccccc32)nnc1SCC(=O)c1ccccc1F,-13,-1,-10,2,5,5,0,96,0.6,90

# Given as tab-separated lines: entries from further up.
Structure	BB579 growth dn	E-sel TNF inh	Yeast lifespan up	Phagocyt inh	GALR2 blocker	Measles CPE	NPY Y2 blocker	PTEN del growth	MRP1 act	HCT116 bCat-KO
C=CCN(C(=O)Nc1ccc2oc(C)nc2c1)c1ccccc1	-15	8	-5	0	10	11	1	93	-1.4	86
COC(=O)CSC1=C(C#N)C(c2ccc(Cl)cc2)C(C(=O)OC)C(=O)N1 (centres undefined)	-18	.	4	-1	-3	6	-1	86	-1.4	96

# (listing goes on)
SMILES,BB579 growth dn,E-sel TNF inh,Yeast lifespan up,Phagocyt inh,GALR2 blocker,Measles CPE,NPY Y2 blocker,PTEN del growth,MRP1 act,HCT116 bCat-KO
C=CCC1(C)C(=O)N(c2ccccc2)c2ccccc21 (centres undefined),-33,.,10,-6,7,14,2,93,-2.7,96
Cc1ccc(/C=N/NC(=O)c2ccc(Cn3cc([N+](=O)[O-])cn3)o2)cc1,-17,6,1,-5,-8,6,1,94,-1.8,96
Cn1c(=O)cc(OCCCC(=O)NCc2ccccn2)c2ccccc21,6,-38,-3,1,18,20,0,83,-3.7,75
CCOC(=O)c1sc2ccc(S(=O)(=O)N3CC(C)CC(C)C3)cc2c1N (centres undefined),-41,-8,7,0,11,3,4,79,-0.2,75
COc1ccc(Nc2nc(-c3cccs3)nc3ccccc23)cc1,-30,.,2,0,20,5,3,60,-1.9,62
Cc1cc(C)c(C)c(Oc2ncnc(N)c2[N+](=O)[O-])c1,-25,.,7,-9,8,21,2,93,-3.1,90
O=C(COc1ccc2ccccc2c1)N1CCN(c2ccccc2O)CC1,-21,-22,-10,-1,-20,3,5,90,-1.2,87
CCNC(=S)Nc1ccc(Cl)cc1Cl,-35,.,5,.,26,14,0,89,-2.0,97
O=C(COc1ccccc1)NCc1nnc2c3ccccc3c(-c3ccccc3)nn12,-11,.,-5,.,6,9,7,85,-2.2,92
C1CCc2c(nc3nnnn3c2N2CCOCC2)C1,-70,.,-9,0,8,6,2,106,-0.1,101
COC(=O)c1cc(=O)nc2sc3ccccc3n12,-1,-1,-10,0,11,1,1,98,-1.3,93
COC(=O)C1(CCSC)NC(c2ccco2)C2C(=O)N(C)C(=O)C21 (centres undefined),-23,-10,-9,0,7,2,0,87,-1.4,88
COc1cccc(Sc2cc(N3CCOCC3)nc(-c3ccccc3)n2)c1,-42,-17,-22,.,-13,9,-3,74,-0.4,74
CC1N(C)c2cccc3cccc(c23)N1C,-20,7,.,.,-1,20,2,92,-4.1,94
CC(=O)Oc1ccc([N+](=O)[O-])cc1N1C(=O)c2ccccc2C1=O,-12,.,2,9,6,21,4,106,-0.4,92
O=C(O)c1c2c(nc3ccccc13)CCCCC2,-12,15,-4,.,3,7,3,111,-1.5,86
Cc1nn(Cc2ccccc2)c(Cl)c1/C=N/NC(=O)c1cccnc1,-15,26,1,1,13,11,7,105,-1.2,96
CCOCCCn1c(=S)[nH]c2ncccc2c1=O,-16,-21,-14,4,2,3,3,94,-0.3,100
CN(C)C(=O)Cn1c(=O)n(C)c2ccccc21,-23,-36,-16,0,3,0,0,88,-1.4,84
O=C(N=Nc1c(O)[nH]c2ccc([N+](=O)[O-])cc12)c1cc(-c2ccccc2Cl)nc2ccccc12,-38,.,-1,-2,3,6,12,88,-1.0,94
c1ccc(-n2ncc3c(N4CCC5(CC4)OCCO5)ncnc32)cc1,-25,7,-7,0,7,10,1,89,-2.8,90
O=C(CN1C(=O)c2ccccc2S1(=O)=O)Nc1cccnc1,12,-10,.,.,7,24,-1,98,-0.8,92
COc1ccc(S(=O)(=O)NCCC(=O)NC2CCCCCCC2)cc1,-22,-15,-7,.,7,7,-2,86,-2.5,87
CC(=O)c1oc2ccccc2c1NC(=O)CN1CCCCC1,-23,8,.,.,3,19,8,94,-0.5,89
O=C(Nc1nsc(-c2ccccc2)n1)c1ccncc1,-22,.,-3,-3,-16,15,2,101,-2.5,103
Brc1ccc(-n2cc(-c3ccccc3)c3c(NN4CCOCC4)ncnc32)cc1,-12,.,0,1,8,8,2,61,1.9,68
Cc1ccc(S(=O)(=O)NNC(=O)C2CCN(Cc3ccccc3)CC2)cc1,1,2,6,.,5,4,3,96,-3.1,88
O=C1c2ccccc2C(=O)N1n1cccc1,-18,.,-3,-6,4,3,0,94,-2.1,97
CC(=O)Nc1ccc(S(=O)(=O)NC(CC(=O)O)c2ccc(OC(C)C)cc2)cc1 (centres undefined),-14,.,-4,0,6,3,0,110,0.6,102
O=C(CSc1nnc2sc3ccccc3n12)c1ccco1,-42,-21,-6,0,2,2,1,94,-3.4,95
CCOc1ccccc1N1CCN(c2nc3ccccc3nc2C(C#N)C(=O)OC)CC1 (centres undefined),12,-33,-16,.,0,6,2,66,-0.6,71
COc1cc(OC)c(N(C)C(=O)CCNC(=O)Cn2cnc3ccccc3c2=O)cc1Cl,-56,-25,-15,.,13,19,-1,74,-1.6,83
Cn1nc(OCC(N)=O)ccc1=O,-32,5,-3,.,3,31,1,100,0.5,98
Cc1cccc(NC(=O)C2CCCN(c3nc(C)cc(C)n3)C2)c1 (centres undefined),-42,.,-6,4,-3,5,6,96,-1.1,94
O=C(CCc1nc2ccccc2[nH]1)NCc1ccc2c(c1)OCO2,-6,11,6,.,2,4,-1,89,-0.6,90
N#CC1(c2ccc(NC(=O)c3ccccc3F)cc2)CCCC1,-13,6,-5,-6,5,17,3,84,-1.6,91
CCn1c(C)cc(/C=C2/SC(=S)NC2=O)c1C,-57,-2,-2,-5,10,11,1,94,0.1,94
CCc1nnc(NC(=O)/C=C/c2ccco2)s1,-28,.,-7,1,-5,11,4,51,-1.2,52
CC(=O)CC(C)(C)S(=O)(=O)c1ccc(Oc2ccc(S(=O)(=O)C(C)(C)CC(C)=O)cc2)cc1,-12,-12,.,.,2,14,2,101,-2.2,95

# Structures shown so far with a Cl atom (8):
SMILES,BB579 growth dn,E-sel TNF inh,Yeast lifespan up,Phagocyt inh,GALR2 blocker,Measles CPE,NPY Y2 blocker,PTEN del growth,MRP1 act,HCT116 bCat-KO
COC(=O)CSC1=C(C#N)C(c2ccc(Cl)cc2)C(C(=O)OC)C(=O)N1 (centres undefined),-18,.,4,-1,-3,6,-1,86,-1.4,96
CCOC(=O)N1CCN(C(=O)Nc2cccc(Cl)c2)CC1,-30,.,-9,-1,-2,10,-1,103,-0.8,99
Cc1nc(Cl)c(C(=O)NC(C)(C)C)c(C)c1Cl,-22,9,7,-12,6,4,3,102,0.6,93
Cc1nc2sc(C(c3ccc(Cl)cc3)N3CCN(c4ccccc4F)CC3)c(O)n2n1 (centres undefined),-41,-2,2,0,8,9,3,99,-3.1,99
CCNC(=S)Nc1ccc(Cl)cc1Cl,-35,.,5,.,26,14,0,89,-2.0,97
Cc1nn(Cc2ccccc2)c(Cl)c1/C=N/NC(=O)c1cccnc1,-15,26,1,1,13,11,7,105,-1.2,96
O=C(N=Nc1c(O)[nH]c2ccc([N+](=O)[O-])cc12)c1cc(-c2ccccc2Cl)nc2ccccc12,-38,.,-1,-2,3,6,12,88,-1.0,94
COc1cc(OC)c(N(C)C(=O)CCNC(=O)Cn2cnc3ccccc3c2=O)cc1Cl,-56,-25,-15,.,13,19,-1,74,-1.6,83
